Cdc25B inh: inhibitors of human Cdc25B phosphatase; 65,000 compounds, 0.1% hits; recombinant Cdc25B, OMFP fluorescence Ex485/Em525; P30305; inhibition, %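 (compounds tested at 10 µM final in the well)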; in the data active means inhibition above about 50%
Hsp90 block: displaces geldanamycin probe from tumor Hsp90; AID 429; inhibition, % at 30 µM; NCI-N417 lysate Hsp90, Cy3B-geldanamycin FP displacement; P07900; 64,000 compounds, 0.35% hits;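 active means inhibition above 50%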;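 further: 0% = tracer plus lysate wells and 100% = tracer alone without lysate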
FXIa inh mix: blocks human factor XIa in pooled compound mixtures; P03951; 62,000 compounds, 0.19% hits; purified FXIa, fluorogenic substrate; AID 680; inhibition, % at 5 µM;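 further: each value is inhibition by a whole ten-compound pool holding the compound; 0% = enzyme with no mixture and 100% = wells lacking enzyme; strong numbers were not always called active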
Target sequence (P03951 19-387 limits assumed): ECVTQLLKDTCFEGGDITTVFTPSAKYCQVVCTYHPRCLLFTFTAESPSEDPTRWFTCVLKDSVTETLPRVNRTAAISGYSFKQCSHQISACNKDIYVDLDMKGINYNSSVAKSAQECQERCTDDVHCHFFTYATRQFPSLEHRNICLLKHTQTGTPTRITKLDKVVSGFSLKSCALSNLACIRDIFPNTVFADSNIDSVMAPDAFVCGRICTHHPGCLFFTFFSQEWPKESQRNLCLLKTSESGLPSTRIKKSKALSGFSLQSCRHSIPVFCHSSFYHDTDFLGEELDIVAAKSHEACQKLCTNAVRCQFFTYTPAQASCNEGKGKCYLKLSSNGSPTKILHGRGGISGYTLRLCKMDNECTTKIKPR
Target sequence (P03951 388-625 limits assumed): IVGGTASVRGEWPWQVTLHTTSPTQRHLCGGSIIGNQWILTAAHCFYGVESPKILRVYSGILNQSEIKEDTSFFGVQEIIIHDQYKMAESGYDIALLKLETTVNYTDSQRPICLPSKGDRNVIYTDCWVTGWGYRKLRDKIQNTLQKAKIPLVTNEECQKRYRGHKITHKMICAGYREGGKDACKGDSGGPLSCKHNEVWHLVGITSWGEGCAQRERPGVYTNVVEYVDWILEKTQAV
FXIIa mix inh: inhibitors of human coagulation factor XIIa, pooled mixtures. P00748. purified FXIIa, fluorogenic substrate. inhibition, % at 5 µM. 62,000 compounds, 0.2% hits. AID 684;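 further: 0% = enzyme without compound and 100% = no enzyme blank; some results filed as inactive read as strong as hits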
DUSP1 inh: inhibitors of human MKP-1 phosphatase; recombinant MKP-1, OMFP hydrolysis fluorescence; inhibition, %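 (compounds tested at a single concentration somewhere between 10 and 100 µM)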; AID 374; 65,000 compounds, 0.15% hits;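 active means inhibition above about 50%, limit read from the data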;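 further: 0% = DMSO max control wells and 100% = wells with enzyme stopped by NaOH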
Target sequence (P28562 whole entry, looked up): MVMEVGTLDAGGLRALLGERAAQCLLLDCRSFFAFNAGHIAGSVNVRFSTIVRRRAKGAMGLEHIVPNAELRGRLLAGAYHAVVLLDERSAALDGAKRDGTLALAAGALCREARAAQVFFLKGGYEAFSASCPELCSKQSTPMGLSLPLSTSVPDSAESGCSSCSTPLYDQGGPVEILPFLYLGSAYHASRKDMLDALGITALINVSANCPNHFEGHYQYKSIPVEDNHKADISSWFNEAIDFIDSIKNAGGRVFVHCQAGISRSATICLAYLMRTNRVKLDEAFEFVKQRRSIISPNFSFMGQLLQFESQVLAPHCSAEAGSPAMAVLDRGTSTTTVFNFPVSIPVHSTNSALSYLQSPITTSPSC
HTR1A agonist: activates the human 5-HT1a serotonin receptor | P08908 | CHO 5-HT1a Ga15 NFAT-bla reporter, FRET ratio; 0% basal, 100% maximal reference agonist | activation, % at 10 µM | 65,000 compounds, 0.56% hits | AID 567;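 active means activation above the screen-wide mean activation plus 3 SD, cut at about 19% in these data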;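 further: 0% = DMSO wells and 100% = 5-CT at EC100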
Cathepsin G inh: inhibitors of human cathepsin G; purified enzyme, AMC-tetrapeptide fluorescence, pooled mixtures; inhibition, % at 5 µM (by protocol); 62,000 compounds, 0.2% hits; AID 581;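 active means inhibition above 20% in each of the two mixture wells holding the compound; inactive means inhibition of 20% or less in either well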;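 further: 0% = enzyme control without mixture and 100% = blank lacking enzyme; strong numbers were not always called active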
C1s block: blocks human complement C1s protease activity; purified C1s, fluorogenic AMC substrate, pooled mixtures; 62,000 compounds, 0.16% hits; AID 538; mean inhibition % of two 10-compound mixtures (active compounds read high), % at 5 µM (by protocol);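 active means inhibition above 20% in each of the two 10-compound mixture wells holding the compound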;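 further: 0% = enzyme wells lacking compound mixture and 100% = no-enzyme blank wells; some compounds called inactive have numbers as strong as hits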
CatL inh: inhibitors of human cathepsin L; P07711; purified cathepsin L, fluorogenic substrate, fluorescence; inhibition, %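 (tested at 10 µM)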; 58,000 compounds, 0.17% hits; AID 460; in the data active means inhibition above about 45%;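 further: 0% = enzyme with no compound and 100% = no enzyme blank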
* = called active by the depositor; / = not tested or not shown; & = joins results of further samples. Unless noted, no stated cut-off is given here; in the data, active means inhibition above about 20% (passing the limit was not always enough); inactive means the rest.

SMILES	Cdc25B inh	Hsp90 block	FXIa inh mix	FXIIa mix inh	DUSP1 inh	HTR1A agonist	Cathepsin G inh	C1s block	CatL inh
O=C(C1CCCN(S(=O)(=O)c2cccc3nsnc23)C1)N1CC=C(c2ccccc2)CC1 (configuration not stated)	-9	-7	7	-12	32	3.7	7	10	10
CN(C(=O)CSc1nnc(NC2CCCCC2)s1)C1CCS(=O)(=O)C1 (configuration not stated)	-10	2	4	0	-4	-1.8	12	17	-2
CCN(CCCNC(=O)CNC(=O)Cn1cnc2ccccc2c1=O)c1cccc(C)c1	-6	-1	1	9	19	-0.3	7	12	12
Cc1cc(Cl)cc(C)c1OCCCCN1CCOCC1	-8	-2	4	5	5	-1.2	-4	-3	8
O=C(CSc1ncc(-c2ccc(F)cc2)n1Cc1ccco1)Nc1nccs1	-2	-1	4	1	22	-0.5	13	15	7
CCN(CC)CCCNC(=O)c1cc(-c2ccc(Cl)c(Cl)c2)on1	-16	-5	9	8	4	0.0	10	16	13
CC(C)OC(=O)CSc1ncnc2c1cnn2-c1ccccc1	-7	-5	1	0	-29	0.6	-2	3	/
CCN(CC)c1ccc(NC(=O)CN2CCN(c3ccc(F)cc3)CC2)cc1	2	-1	1	13	1	-5.5	7	11	8
CCCCCOC(=O)C1=C(C)NC(=O)NC1c1ccccc1OCC (configuration not stated)	2	3	12	-1	21	0.3	4	4	6
COc1ccc(-c2cc3nc(-c4ccccc4)cc(N4CCC5(CC4)OCCO5)n3n2)cc1	4	0	-12	1	0	2.8	-8	-32	-284
CCOC(=O)C1CCN(C(=O)CSc2ccccc2)CC1	-7	-2	6	6	-6	-2.6	13	65*	4
CC(C)NC(=O)NC(=O)COC(=O)Cc1ccsc1	/	/	0	-22	/	-1.6	2	-31	5
Cc1cccc(N2C(=O)CC(N3CCN(Cc4ccc(Cl)cc4)CC3)C2=O)c1 (configuration not stated)	-9	-1	11	-9	-8	2.6	3	-55	-4
O=P(c1ccc2c(c1)OCCO2)(N1CCOCC1)N1CCOCC1	5	7	7	0	13	0.6	-5	-4	9
CN(CC(=O)NCc1ccccn1)S(=O)(=O)c1ccc(Cl)cc1	4	-1	8	3	7	0.1	7	14	2
CC1=C(C)C(=O)C(CCCCC#CCCCC#CCO)=C(C)C1=O	2	-5&-1	3	-17	7	-0.7	1	-19	-4
O=C(NCc1cccnc1)c1cccc2c1C(=O)N(C1CCCCC1)C2	13	0	4	8	-2	0.9	8	15	5
Cc1cc2cc(CN(CCCO)S(=O)(=O)c3cccc4nsnc34)c(=O)[nH]c2cc1C	8	-1	11	5	16	-3.0	3	3	-7
O=S(=O)(NC1CCN(Cc2ccccc2)CC1)c1cccc(S(=O)(=O)N2CCOCC2)c1	-2	-5	9	-13	18	-1.4	3	3	/
O=C(CN(Cc1ccco1)C(=O)CNS(=O)(=O)c1ccccc1)NCc1ccccc1	-2	-2	6	4	21	-1.1	13	11	-9
COc1ccccc1-n1c(SCC(=O)NC(C)(C)C)nc(O)cc1=O	-1	-7	-1	0	-10	-2.4	6	-58	-4
CCOC(=O)N1CCN(S(=O)(=O)c2cc(Br)cc3c2N(C(C)=O)C(C)C3)CC1 (configuration not stated)	-3	/	7	4	11	-0.3	8	10	-2
CCOC(=O)c1nnc2cc(-c3ccccc3)nn2c1C	-21	-3	7	10	4	0.1	10	24	16
COc1nc(N(c2ccccc2)c2ccccc2)nc(-n2ccnc2)n1	-7	1	10	2	17	0.5	13	-6	7
C=CCn1c(SCC2=C(C(=O)OCC)C(C)NC(=O)N2)nnc1C1CCCCC1 (configuration not stated)	0	0	-23	-12	11	-2.7	-14	-49	-1
COc1ccc(C(=O)N2CCN=C2SC)cc1OC	4	-2	10	2	6	-0.9	-4	-27	-3
CC1C2C(C)N(C)C(=O)N(C)C2N(C)C(=O)N1C (configuration not stated)	-9	-2	2	-14	7	-1.9	32	7	-5
CCN1CC=C2C(C1)C(c1ccc(Cl)s1)C(C#N)=C(N)C2(C#N)C#N (configuration not stated)	-4	-9	-4	-8	15	-0.6	7	-9	0
O=c1[nH]c(CN(CCO)CCO)nc2c1C1(CCCCC1)Cc1ccccc1-2	-23	2	/	/	-12	-0.3	/	/	13
O=C(c1ccncc1)N1CCN(C(=O)c2cccc3ccccc23)CC1	-14	7	0	-7	8	-4.8	5	-5	-7
C=C(C)Cn1c(Sc2nc3ccccc3[nH]2)nc2c1c(=O)[nH]c(=O)n2C	3	1	4	-15	-23	-3.4	8	15	20
CCC(=O)Nc1ccc(NC(=O)CN2CCCC(C)C2)c(Cl)c1 (configuration not stated)	-1	-2	-1	-18	-22	-1.5	7	5	12
CCCc1cc(=O)oc2cc(OCC(=O)N(C)C)c(Cl)cc12	-10	/	3	4	3	-1.5	9	3	-9
CCn1nc(NC(=O)c2cccnc2)c2cc3ccccc3nc21	-23	-1	8	-1	-13	2.1	7	-31	0
COc1nc(OC)nc(N2CCC(C(=O)NCC3CCCCC3)CC2)n1	5	-1	0	-21	-16	-0.8	-2	5	-1
CC1CCN(C(=O)CSc2nnc(-c3cc4ccccc4cc3O)n2Cc2ccco2)CC1	2	-5	4	0	12	3.9	-1	-8	0
COc1ccc(-n2c(Cc3cccn3C)nnc2SCC(=O)Nc2ccc(C)cc2C)cc1	-4	-2	-8	13	9	-3.2	-5	-111	/
CN(CCc1ccccn1)C(=O)CCNC(=O)Cn1cnc2ccccc2c1=O	-7	-2	4	1	3	-5.3	3	18	0
CCC(=O)Nc1c2c(nc3c1CCC3)CCCC2	-10	-6	9	7	4	-4.9	13	16	-2
O=C(NC1CCCCCC1)C1CC(=O)N(Cc2ccccc2)C1 (configuration not stated)	3	-1	5	-3	4	-1.5	1	5	3
COc1ccc(N2CCn3c2nc2c3c(=O)n(CCCc3ccccc3)c(=O)n2C)cc1	2	0	-1	10	22	-0.4	-12	-37	4
O=c1[nH]c2cc3c(cc2cc1C(c1nnnn1C1CCCC1)N1CCSCC1)OCCO3 (configuration not stated)	0	-1	-3	25	27	-0.4	8	-22	/
COc1ccccc1N(C(=O)NCc1ccccc1)C1=NCC(C)S1 (configuration not stated)	-11	-1	7	1	2	-1.9	10	16	/
Cn1c(=O)[nH]c(=O)c2c1nc(N1CCOCC1)n2CCCSc1ncccn1	1	-6	7	2	-16	1.1	3	5	4
COc1ccc(OC)c(NC(=O)C2CCCN2C(=O)C2CCC(C)CC2)c1 (configuration not stated)	-5	3	1	5	1	2.2	3	5	18

No new results follow: seven of the compounds above.
SMILES	Cdc25B inh	Hsp90 block	FXIa inh mix	FXIIa mix inh	DUSP1 inh	HTR1A agonist	Cathepsin G inh	C1s block	CatL inh
CCC(=O)Nc1c2c(nc3c1CCC3)CCCC2	-10	-6	9	7	4	-4.9	13	16	-2
O=C(NC1CCCCCC1)C1CC(=O)N(Cc2ccccc2)C1 (configuration not stated)	3	-1	5	-3	4	-1.5	1	5	3
COc1ccc(N2CCn3c2nc2c3c(=O)n(CCCc3ccccc3)c(=O)n2C)cc1	2	0	-1	10	22	-0.4	-12	-37	4
O=c1[nH]c2cc3c(cc2cc1C(c1nnnn1C1CCCC1)N1CCSCC1)OCCO3 (configuration not stated)	0	-1	-3	25	27	-0.4	8	-22	/
COc1ccccc1N(C(=O)NCc1ccccc1)C1=NCC(C)S1 (configuration not stated)	-11	-1	7	1	2	-1.9	10	16	/
Cn1c(=O)[nH]c(=O)c2c1nc(N1CCOCC1)n2CCCSc1ncccn1	1	-6	7	2	-16	1.1	3	5	4
COc1ccc(OC)c(NC(=O)C2CCCN2C(=O)C2CCC(C)CC2)c1 (configuration not stated)	-5	3	1	5	1	2.2	3	5	18

The results go on:
SMILES	Cdc25B inh	Hsp90 block	FXIa inh mix	FXIIa mix inh	DUSP1 inh	HTR1A agonist	Cathepsin G inh	C1s block	CatL inh
CC1CCCN(C(=O)CSc2nnc(-c3c[nH]c4ccccc34)o2)C1 (configuration not stated)	-3	-5	-24	2	13	-0.6	-35	-100	/
C=CCn1c(NCc2ccc3c(c2)OCO3)nc2ccccc21	-7	-4	15	5	0	-2.9	13	10	19
CCOC(=O)c1c(N)sc2c1C1CCN2CC1	-5	0	2	-18	-14	-1.3	10	15	8
CCOC(=O)N1CCN(Cc2nc3c(c(=O)n(C)c(=O)n3C)n2Cc2cccc3ccccc23)CC1	-12	-2	/	/	37	2.6	/	/	/
CC1CC(=O)N(Cc2ccccc2)c2ccccc2N1C=O (configuration not stated)	3	0	-2	-6	-6	-1.2	9	0	11
CCOc1ccccc1OCc1nn2c(COc3ccccc3)nnc2s1	4	-1	0	0	6	-3.2	-4	-11	-11
COc1ccc(C(=O)Oc2cccnc2)cc1OC	-9	-6	4	1	-5	-0.5	-4	-5	1
Cc1cc(-c2[nH]nc3c2C(c2ccsc2)C(C#N)=C(N)O3)c(C)s1 (configuration not stated)	2	-2	5	11	8	-0.1	8	2	3
COc1ccc(C(=O)NCCc2c[nH]c3ccccc23)cc1S(=O)(=O)N1CCOCC1	0	-3	-4	7	34	0.1	-5	-51	11
COc1ccc(CC(=O)NC2CCN(Cc3nnnn3C(C)(C)C)CC2)cc1OC	-4	0	-1	0	-11	-2.4	9	5	-1
CC1(C)C(c2ccccc2)=NC(c2ccccc2)N1O (configuration not stated)	-14	-1	2	33	-8	0.1	7	3	-1
CCCCOc1cccc(NC(=O)CSc2nccn2C)c1	-5	0	6	3	-12	-1.9	-35	-1	0
COc1cccc(-n2c(CNC(=O)OC(C)(C)C)n[nH]c2=S)c1	7	4	1	1	11	-2.6	0	-31	2
O=C(OCc1cc2ccccc2[nH]c1=O)C1CCCO1 (configuration not stated)	4	-4	7	6	1	-2.4	-4	4	2
O=C(Nc1ccc2ccccc2c1)N1CCN(c2ncccc2C(F)(F)F)CC1	6	-4	0	5	15	-4.2	-2	-10	6
COC(=O)C1C2C=CC3(CN(CCc4ccccc4)C(=O)C13)O2 (configuration not stated)	-3	1	/	/	-24	-1.4	/	/	/
CCC(Sc1nc(-c2ccccc2)c(C#N)c(=O)[nH]1)C(=O)Nc1cc(C)on1 (configuration not stated)	-2	-2	1	7	7	-2.4	-5	0	5
CC(C)COC(=O)NCC12C=CC(O1)C1C(=O)N(c3ccc(Cl)cc3)C(=O)C12 (configuration not stated)	10	-2	-1	4	-3	1.5	3	1	10
CCOC(=O)Nc1ccc2c(c1)N(C(=O)N(C)C)c1ccccc1CC2	-9	-3	6	1	11	1.4	2	-1	0
CSc1nsc(SC)c1NC(=O)OCC1CCCO1 (configuration not stated)	-9	-2	4	-21	-1	-1.5	5	8	10
Cc1cccc2cc(C(c3nnnn3C(C)(C)C)N3CCN(C(=O)c4ccco4)CC3)c(=O)[nH]c12 (configuration not stated)	-20	0	3	1	25	-2.8	12	8	5
COc1ccc(N2C(=O)CC(NCc3cccs3)C2=O)cc1 (configuration not stated)	4	-1	5	12	-27	-2.3	-2	-5	-2
CN(CCCNC(=O)c1cccc(N2CCCC2=O)c1)c1ccccc1	-3	0	-3	9	-9	0.1	9	2	17
Cc1csc(NC(=O)CCNS(=O)(=O)c2ccc3c(c2)c(=O)n(C)c(=O)n3C)n1	-5	0	-8	-15	0	-2.8	4	6	22
CC(C)N=C(NC#N)SCc1ccccc1F	1	3	5	13	13	-3.0	-3	-5	-1
O=C(c1cc(-c2cccc(O)c2)on1)N1CCCCC1	-13	-1	4	7	8	-1.2	0	-16	/
COc1cc(-c2nnc3sc(Cc4ccccc4)nn23)cc(OC)c1OC	-3	-16	1	-16	-7	-0.2	9	6	10
CNc1oc(C)nc1S(=O)(=O)c1ccccc1	-21	-4	1	2	5	-2.0	9	5	-5
COc1ccc(OC)c2sc(NC(=O)C3COc4ccccc4O3)nc12 (configuration not stated)	-10	1	5	-13	10	1.0	8	10	6
CCCC(=O)NC(C)c1nc2ccccc2n1CC (configuration not stated)	-8	-1	1	11	-4	-1.1	0	2	/
